# MT stabilizer: microtubule stabilizers in HeLa cells, primary screen, imaging, high-content imaging; % tubulin-high responders, % at 10 µM; HeLa tubulin immunostaining HCS, 24 h; share of cells brighter than vehicle mean+2SD; 200,000 tested, 0.83% active;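 active = plate Z-score above 3 for both tubulin-high and condensed-nucleus cell shares, with cell loss under 80%, at 10 µM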;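 note: anti alpha tubulin signal scored within the nucleus-defined area of each cell; some results filed as inactive read as strong as hits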
# Autophagy mod: autophagy modulators in MEF cells, primary screen, imaging, high-content, MEF GFP-LC3; MEF GFP-LC3 puncta imaging; test concentration mostly 10 µM; calls only at 10 µM (by protocol); 190,000 tested, 0.98% active; AID 463193, 2010;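 active = percentage of spot-positive cells more than 3 SD above its plate mean, without a fluorescence outlier flag or 80% toxicity; inconclusive = no clear call, values can overlap the other calls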;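 note: spot-positive cell cutoff set from DMSO-treated cells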
# ER stress rescue: rescue of cells from ER stress-induced death, primary screen, 384-well, CSM14.1, thapsigargin, ATP luminescence (AID 1222) | CSM14.1 thapsigargin-induced death rescue, ATP luminescence; higher % means a stronger effect | 190,000 tested, under 10 active | cellular ATP content (survival), % at 20 µM; hits with a dose series show EC50 in µM;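 active = EC50 below 50 µM in the dose-response confirmation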;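 note: death triggered by thapsigargin at about 15 µM added after 2 h compound pretreatment; cell ATP read after overnight thapsigargin exposure of roughly 18 to 22 hours; normalized against plate controls of thapsigargin alone and 5% DMSO vehicle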
# Dynein transport: inhibitors of GR-EGFP nuclear translocation, primary screen, dynein cargo transport inhibitor project, imaging, high-content, 3617.4 mouse cells; z-score, hits read low; test concentration mostly 20 µM; stimulated with dexamethasone, 1 µM; stronger effect = lower value; 220,000 tested, 0.47% active; AID 1381, 2008;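 active = plate z-score of nuclear minus cytoplasmic receptor signal below a set negative limit, without overly bright fluorescence or cell loss, cut at about -3.5 in these data, passing the limit was not always enough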;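 note: z-score of nuclear minus cytoplasmic ring GR-EGFP intensity difference per well; some compounds called inactive have numbers as strong as hits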
#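 Schedule: 48 h induction, then 1 h compound, then 30 min agonist, 37 °C. Buffer or medium: tetracycline-free induction medium containing charcoal-stripped FBS. Reagent: 1.0 µM final dexamethasone stimulus. Evaluation: nuclear versus cytoplasmic GR-EGFP signal, averaged per well. Signal: high-content fluorescence imaging after fixation.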
# Yfh1-depleted yeast: enhancers of respiration in Yfh1-depleted yeast, dose response, Friedreich's ataxia, plus single-dose screen (AID 1465); S. cerevisiae Yfh1-off respiration, WST-1 reduction, 72 h; higher fold induction means a stronger effect; one-dose fold induction at 50 µM; EC50 in µM for titrated hits; 220,000 tested, 0.074% active;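 active = fold induction of absorbance versus untreated yeast above a set limit, then at least 30% activation at any dose in follow-up; inconclusive = repeats straddling the limit, or above it without dose testing; inactive = fold induction below the set limit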;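 note: activators that raise dye reduction in frataxin-depleted yeast; strong numbers were not always called active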
# M17LAP inhibition: P. falciparum M17LAP inhibitors, primary screen, biochemical, fluorogenic H-Leu-NHMec substrate, 1536-well (AID 1619); Leucine aminopeptidase (Plasmodium falciparum (isolate 3D7)); recombinant M17LAP, H-Leu-NHMec fluorogenic kinetic assay; higher % means a stronger effect; one-dose inhibition, % at 30 µM; IC50 in µM for titrated hits; 220,000 tested, 0.38% active;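 active = compound inhibiting the enzyme by more than half at any dose during confirmatory dose-response retesting; inconclusive = strong single-dose inhibitors picked by rank but not retested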;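 note: plate controls were full reaction with DMSO carrier for no effect and no enzyme background for full effect; strong numbers were not always called active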
# M1AAP inhibition: P. falciparum M1AAP inhibitors, biochemical, fluorogenic H-Leu-NHMec substrate, 1536-well (AID 1445) | recombinant M1AAP, H-Leu-NHMec fluorogenic kinetic assay; higher % means a stronger effect | inhibition, % at 30 µM, or IC50 in µM where a hit was titrated | 220,000 tested, 0.42% active;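 active = primary inhibition above the hit cutoff, then over 50% inhibition at one or more dose response concentrations, cut at about 23% in these data, passing the limit was not always enough; inconclusive = conflicting primary data, or primary hits not chosen for dose response; inactive = low primary inhibition, or under 50% at every dose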;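 note: plate controls were DMSO full reaction for no effect and no enzyme background for full effect; strong numbers were not always called active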
# Ins promoter up: insulin promoter activators in MIN6 cells, imaging, high-content screening, mouse beta cells; MIN6 insulin promoter-GFP reporter; stronger effect = higher value; z-score at 5 µM; 190,000 tested, 0.3% active;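 active = z-score above 3 at 5 µM with at least 500 cells counted in the well; inconclusive = wells under 500 cells, flagged as cytotoxic or low count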
# Hep lipid drop: inhibitors of hepatocyte lipid droplet formation, primary screen, imaging, high-throughput imaging, BODIPY stain | AML12 mouse hepatocytes, oleate lipid droplets | inhibition, % at 6.5 µM | 240,000 tested, 0.4% active;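 active = lipid droplet intensity inhibited by at least 50%, with more than 500 cells counted; inconclusive = wells with under 300 cells, treated as cytotoxic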
#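 Assay system: AML12 hepatocytes (mouse); Probe or stimulus: oleic acid at 100 µM to induce lipid droplet formation; Dosing: compound at 6.5 µM only; Schedule: compound with oleate, overnight; Detection: fluorescence imaging, 20x objective, two fields per well; Measure: % inhibition of lipid droplet signal.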
# Dynein transport cytoplasmic EGFP: also measured in Dynein transport; calls as there; z-score; measured here: cytoplasmic GR-EGFP intensity; stronger effect = higher value
# Dynein transport nuclear GR-EGFP: recorded beside Dynein transport, whose call it bears; z-score; measured here: nuclear GR-EGFP intensity;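 lower value marks the stronger effect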
# Dynein transport cell count: also measured in Dynein transport; calls as there; z-score; measured here: cell count per field
# Ins promoter up cell count: second read-out of Ins promoter up, no call of its own (marks repeat the call); cell count; measured here: cytotoxicity, nuclei count;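 total cells summed across four imaged fields per well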
# Hep lipid drop cells 6.5 µM: recorded beside Hep lipid drop, whose call it bears; cell count; measured here: cell count, cytotoxicity flag;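 cells counted across two imaged fields per well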
# MT stabilizer Hoechst-high %: second read-out of MT stabilizer, no call of its own (marks repeat the call); % Hoechst-high responders; measured here: nuclear condensation Hoechst responders;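 share of cells brighter than vehicle mean plus two SD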
# MT stabilizer cytotoxicity %: second read-out of MT stabilizer, no call of its own (marks repeat the call); toxicity, %; measured here: cytotoxicity by cell density;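 0% = mean cell density of plate MIN control wells and 100% = no cells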
# Autophagy mod cell loss 18 h: further read-out of Autophagy mod, marked with its call; toxicity, %; measured here: cell loss, nuclei count;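 cell loss after 18 h compound exposure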
# Starred values were filed as active, the others as inactive; i = inactive; u = inconclusive; x = no result given.
SMILES,MT stabilizer,MT stabilizer Hoechst-high %,MT stabilizer cytotoxicity %,Autophagy mod,Autophagy mod cell loss 18 h,ER stress rescue,Dynein transport,Dynein transport cytoplasmic EGFP,Dynein transport nuclear GR-EGFP,Dynein transport cell count,Yfh1-depleted yeast,M17LAP inhibition,M1AAP inhibition,Ins promoter up,Ins promoter up cell count,Hep lipid drop,Hep lipid drop cells 6.5 µM
CC(C)=CCN1CCN(Cc2cnc(N3CCCC3)s2)CC1CCO (centres undefined),1.8,0.9,7.1,i,-20,-0.5%,-0.14,-0.021,0.34,0.21,i,x,x,0.05,1449,-9,704
O=C(Nc1ccc2ccccc2c1)c1cnccn1,1.0,0.1,28,i,0,-5.7%,0.85,-0.23,0.79,-0.52,i,5%,-2%,-0.29,1294,0,757
CN(CCc1ccccn1)C(=O)CCC1CCCN(C(=O)c2n[nH]c3c2CCCC3)C1 (centres undefined),2.7,2.3,9.0,i,34,-0.2%,-0.15,-0.066,0.16,0.21,i,-7%,-2%,0.23,1422,6,690
O=C(NCc1ccc(Cl)cc1)C1CCCO1 (centres undefined),2.5,1.4,3.4,i,13,-1.4%,0.097,-0.33,0.55,-0.059,i,9%,10%,-0.29,1741,0,608
O=C(c1cccc(S(=O)(=O)N2CCOCC2)c1)N(CCO)Cc1ccccc1,3.3,1.4,11,i,-6,-2.7%,1.1,-0.2,0.6,0.14,i,9%,3%,2.4,1623,x,x
CN(C)/C=N/c1nccc(-c2cccs2)n1,1.7,1.7,4.6,i,-7,x,0.24,-0.27,-0.011,-0.45,i,-4%,0%,0.7,1210,22,716
O=C(/C=C/c1ccccc1)NC(NC(=S)Nc1cccc(O)c1)C(Cl)(Cl)Cl (centres undefined),2.5,1.1,12,i,16,-2.1%,0.39,-0.063,0.37,-0.31,i,8%,17%,0.69,1365,4,628
Cc1cc(C)n(C(=O)CCCn2nc(C)c([N+](=O)[O-])c2C)n1,2.3,2.8,7.5,i,-4,-0.4%,0.094,-0.23,0.08,0.55,x,-12%,-4%,0.46,1040,-3,661
Cc1ccc(C)c(S(=O)(=O)Nc2ccc(C(=O)NCCc3ccccn3)cc2)c1,2.7,2.4,5.0,i,0,-0.7%,0.44,-0.37,-0.35,-0.31,i,-9%,-1%,-0.2,1169,-4,702
Cc1cc(C(=O)O)c2ccccc2n1,0.6,1.1,2.9,i,-7,-0.9%,-0.97,0.13,-0.6,0.67,i,-1%,3%,x,x,6,772
Cc1noc(C)c1C(=O)N1CCN(c2ncccn2)CC1,2.2,2.5,8.0,i,9,x,-0.28,-0.23,0.13,0.47,i,2%,-12%,x,x,3,692
Cc1c(NC(=O)CC2NC(=O)NC2=O)c(=O)n(-c2ccccc2)n1C (centres undefined),3.6,0.8,3.8,i,-9,-0.7%,-0.45,-0.17,-0.45,1.1,i,3%,-3%,-0.35,1115,-10,682
CCOC(=O)C1CCCN(Cc2nc(N)nc(Nc3ccccc3)n2)C1 (centres undefined),3.1,1.0,4.0,i,-2,x,-0.56,-0.24,-0.25,0.91,i,13%,15%,0.59,1166,-20,657
COC(=O)CN(C#N)c1nc(OC)nc(N(C)C)n1,2.4,2.0,5.5,i,-13,1.3%,-0.32,-0.18,0.0037,0.12,i,3%,-1%,x,x,x,x
N/C(=N\OC(=O)c1cc(Cl)ccc1Cl)c1ccncc1,4.4,1.5,4.7,i,15,-1.0%,-0.13,0.15,0.12,0.1,i,10%,-1%,0.23,1623,26,677
COc1ccc(NC(=O)Cn2nc(Cc3cccnc3)c3ccccc3c2=O)cc1OC,3.4,2.3,8.7,x,x,-1.8%,1.1,-0.16,0.56,-0.44,i,21%,-3%,-0.02,1882,3,660
C=CCN(CC=C)CCOc1ccccc1,3.1,4.3,8.5,i,-7,-4.8%,-0.64,-0.33,-0.78,1.1,i,-7%,2%,u,x,2,622
Cc1ccc(N2C(=O)CN(Cc3cccs3)C2=S)cc1C,3.4,1.3,6.5,i,-11,0.0%,1.4,-0.1,1.5,-1.3,i,-18%,1%,0.26,1311,9,684
CCC(C)Nc1nc2c(c(=O)n(C)c(=O)n2C)n1Cc1ccc(F)cc1 (centres undefined),3.0,2.4,8.3,i,13,-1.6%,0.55,0.37,0.56,1.1,i,5%,2%,-3,963,2,745
CN1C(=C2C(=O)OC(C)(C)OC2=O)Sc2ccccc21,3.6,1.9,5.9,i,-16,3.7%,-0.32,-0.24,0.018,-0.035,i,14%,5%,0.02,1603,x,x
N#CC1=C(N)OC2=C(C(=O)CCC2)C1C1C=CCCC1 (centres undefined),4.1,1.4,6.3,i,12,-0.7%,-0.6,-0.2,-0.16,0.42,i,4%,0%,-0.04,1850,0,712
CCn1c(O)c(C=NC2CCCC2)sc1=S,1.0,1.6,6.0,i,5,-0.8%,-0.22,-0.26,-0.056,0.67,i,3%,3%,0.07,934,-21,703
O=C(CO/N=C/c1ccc(Cl)cc1Cl)NNC(=O)c1cccc(Cl)c1,x,x,x,x,x,x,-0.18,-0.24,0.28,1.2,i,2%,0%,x,x,-23,646
CCC1=C2CC[C@H]3C(=O)N(C)C(=O)[C@H]3[C@H]2[C@@]2(Cc3ccccc3)C(=NCCOC)OC(=O)N2C1=O,x,x,x,x,x,x,-0.14,-0.63,-0.0065,-0.61,i,3%,8%,0.34,946,-11,701
COc1ccc(-c2nc(NC(C)=O)sc2-c2ccccc2)cc1,4.2,1.9,5.2,i,-28,-2.0%,0.86,-0.15,0.76,0.07,i,1%,2%,1.2,1510,x,x
COc1ccc(Br)cc1C(=O)Nc1cccc2ncccc12,3.0,2.9,3.0,i,1,-0.6%,-0.29,-0.25,-0.14,0.33,i,-4%,1%,0.1,1711,2,675
O=c1c2ccccc2ncn1CCCOc1ccccc1[N+](=O)[O-],1.6,1.4,6.0,i,6,-1.0%,-0.28,-0.2,-0.23,-0.2,i,1%,6%,0.63,1585,x,x
CC(=O)/C(CN1CCCCC1)=N\O,5.8,4.7,4.9,i,9,-0.4%,0.48,-0.28,0.29,-0.81,i,-6%,-3%,-0.13,1132,x,x
COc1cccc(-c2nc3cc(C)ccc3o2)c1,2.2,2.8,9.0,i,7,-1.2%,-0.96,-0.4,-0.37,0.42,i,-10%,-2%,0.57,1028,x,x
COc1cc(C(c2c(C)[nH][nH]c2=O)c2c(C)[nH][nH]c2=O)ccc1OS(=O)(=O)c1ccc(C)cc1,2.3,0.9,12,i,14,1.9%,-1.6,1,-0.68,-0.67,i,34%,12%,x,x,10,799
CC(=O)Nc1cccc(-c2nc3ccccc3[nH]2)c1,4.5,1.9,1.2,i,14,-13%,-0.2,-0.27,0.027,-0.05,i,2%,5%,0.88,1373,-34,724
COc1ccc(C(=O)C(CN2CCOCC2)c2ccccc2)cc1 (centres undefined),4.4,2.4,3.2,i,11,8.4%,-3.4,0.63,-1.2,-0.76,i,4%,-2%,-3.7,510,x,x
CCc1ccc(NC(=O)N(CCN2CCOCC2)Cc2ccc3c(c2)CCCN3CC)cc1,2.7,1.7,9.3,i,29,0.3%,0.88,-0.41,0.38,1.2,i,10%,4%,x,x,10,828
CCOC(=O)c1[nH]c(C)c(C(=O)Nc2cc(OC)ccc2OC)c1C,27*,16*,58*,i,56,x,0.52,0.18,0.28,-0.15,x,3%,-1%,0.14,811,-77,441
CCOc1cc(C(=O)OCC(=O)Nc2ncc(Cl)c(C)c2Cl)ccc1OCC(=O)N1CCOCC1,6.2,2.6,7.8,i,11,-0.7%,-0.68,-0.22,-0.33,0.51,i,9%,8%,0.44,1511,-4,697
O=C(Cn1cc(C(=O)COc2ccccc2)c2ccccc21)NCc1ccco1,12,35,98,i,4,-4.9%,2.9,-0.077,1.7,-1.3,i,0%,5%,2.5,1234,-4,750
Cc1cc(NCc2ccccn2)n2nc(C)c(-c3ccc(Cl)cc3)c2n1,x,x,x,x,x,x,0.12,-0.29,-0.0042,0.57,i,1%,-8%,-1.1,1282,-10,747
CCOC(=O)N1CCC(O)(c2cc(C)c(C)cc2C)CC1,2.7,2.1,6.3,i,-4,1.0%,-1,-0.24,-0.72,1.2,i,4%,7%,0.52,1936,-13,623
Nc1ccccc1-n1cccc1,x,x,x,x,x,x,-0.23,0.29,-0.25,0.87,i,-5%,2%,-0.24,1445,-17,582
